PG9 binder: binds the HIV-1 gp120 antibody PG9; TR-FRET gp120-PG9 antibody binding; AID 624416; actives 0.43% (n = 360,000); inhibition, % at 6.7 µM; in the data active = inhibition above about 8.5%
LEDGF integ inh: blocks HIV-1 LEDGF/p75-dependent DNA integration; TR-FRET IN-LEDGF/p75 DNA integration, Eu/Cy5; inhibition, % at 3.7 µM; actives 0.64% (n = 370,000);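 active = inhibition above the screen-wide mean plus 3 SD, cut at about 13% in these data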;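 note: signal is the Cy5 over europium emission ratio at 671 and 618 nm; 0% = plate median of compound wells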
ABHD4 inh: inhibits mouse alpha/beta hydrolase domain 4. actives 0.54% (n = 370,000). inhibition, % at 8.92 µM. purified mABHD4, FP-Rh probe fluorescence polarization. Q8VD66;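 active = inhibition exceeding the mean over every tested compound plus 3 SD, cut at about 30% in these data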;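 note: 0% = plate median of compound wells and 100% = S159A mutant with DMSO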
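Test system: mouse ABHD4 enzyme, wild type. Reagent: FP-Rh fluorescent activity-based probe, added after compound pre-incubation. Timing: pre-incubation 45 min, probe exposure 60 min, at 25 °C. Technique: FP readout, ex 525 nm / em 598 nm. Benchmarks: high control S159A mutant with DMSO, low control median of compound wells.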
TDP2 absorb: blocks human TDP2 phosphodiesterase activity; O95551; recombinant TDP2, T5PNP hydrolysis, p-nitrophenol absorbance 415 nm; inhibition, % at 12.8 µM; actives 0.34% (n = 370,000);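 active = inhibition above the mean of all tested compounds plus 3 SD, set per campaign, cut at about 25% in these data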;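 note: 0% = DMSO with enzyme and 100% = buffer with substrate but no TDP2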
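Read-out basis: percent inhibition. System: recombinant human TDP2. Buffer or medium: Mg2+-containing Tris-HCl buffer, pH 7.5. Repeats: single replicate. Timing: reaction 2 h, 37 °C. Benchmarks: high control without enzyme, low control DMSO plus TDP2. Probe or stimulus: 5 mM T5PNP. Doses: 12.8 µM only. Measured by: epi absorbance of p-nitrophenol freed from T5PNP by hydrolysis.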
TCR CD3 inh: inhibitors of human TCR-CD3 interaction. TAMRA-labeled TCR probe fluorescence, biochemical. inhibition, % at 9.4 µM. actives 0.37% (n = 360,000); in the data active = inhibition above about 19%;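 note: recombinant mutant TCR 2C K166C tagged with TAMRA read by polarization; 0% = receptor in buffer alone and 100% = receptor with positive control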
NR1D1 modulator: modulates human Rev-erb alpha binding to DNA; actives 0.79% (n = 370,000); activity, % at 10 µM; P20393; AID 1259318; Rev-erbα–FITC-DNA binding, fluorescence polarization, 90 min;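 active = activity above about 14%, limit read from the data; passing the limit was not always enough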;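 note: 0% = DMSO wells with 35 nM protein and 100% = DMSO wells with 750 nM protein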
rCAG RNA binder: binds r(CAG) RNA repeats; actives 1.3% (n = 370,000); r(CAG) RNA repeat, TO-PRO-1 dye displacement fluorescence; inhibition, % at 3 µM; AID 651821;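 active = inhibition above the plate cutoff, the mean of all test compounds on that plate plus 3 SD, cut at about 35% in these data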;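 note: 0% = DMSO alone and 100% = 100 µM mitoxantrone as full dye displacement; higher means more dye released from RNA so lower well fluorescence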
SIAE primary: inhibitors of human sialic acid acetylesterase SIAE; Q9HAT2; SIAE FP-Rh probe binding, fluorescence polarization; inhibition, % at 9.66 µM; actives 0.69% (n = 370,000); AID 1053197;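 active = inhibition above a cutoff: mean of compounds within the control limits plus 3 SD of those, cut at about 17% in these data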;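 note: 0% = plate median of compound wells and 100% = probe without SIAE protein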
Target sequence (Q9HAT2 whole entry, looked up): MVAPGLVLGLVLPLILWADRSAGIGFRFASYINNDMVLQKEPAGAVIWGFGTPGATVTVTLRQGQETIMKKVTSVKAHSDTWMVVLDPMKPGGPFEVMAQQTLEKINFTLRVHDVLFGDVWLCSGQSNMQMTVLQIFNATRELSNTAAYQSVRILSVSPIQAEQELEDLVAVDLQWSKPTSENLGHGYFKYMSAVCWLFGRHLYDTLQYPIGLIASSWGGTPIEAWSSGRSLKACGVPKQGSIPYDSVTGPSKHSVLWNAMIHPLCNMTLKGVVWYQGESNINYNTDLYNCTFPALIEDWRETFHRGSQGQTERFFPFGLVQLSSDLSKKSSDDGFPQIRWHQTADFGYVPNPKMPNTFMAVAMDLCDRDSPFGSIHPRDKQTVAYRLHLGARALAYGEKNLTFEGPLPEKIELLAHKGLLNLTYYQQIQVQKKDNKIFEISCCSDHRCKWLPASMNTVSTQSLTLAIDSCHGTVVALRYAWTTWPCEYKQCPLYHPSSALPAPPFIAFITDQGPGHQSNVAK
HTRA1 inh: HTRA1 (human) protease inhibition | Q92743 | recombinant HTRA1, FP-rhodamine activity-based probe, fluorescence polarization | inhibition, % at 5.96 µM | actives 0.5% (n = 340,000) | AID 504803; in the data active = inhibition above about 36%;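 note: 0% = enzyme with DMSO and 100% = wells lacking enzyme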
PRMT1 FP inh: blocks human protein arginine methyltransferase 1 | inhibition, % at 2.79 µM | recombinant PRMT1, activity-based probe fluorescence polarization | Q99873 | actives 1.3% (n = 370,000) | AID 652257;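 active = inhibition above about 21% made by adding two undisclosed values, limit read from the data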
Target sequence (Q99873 whole entry, looked up): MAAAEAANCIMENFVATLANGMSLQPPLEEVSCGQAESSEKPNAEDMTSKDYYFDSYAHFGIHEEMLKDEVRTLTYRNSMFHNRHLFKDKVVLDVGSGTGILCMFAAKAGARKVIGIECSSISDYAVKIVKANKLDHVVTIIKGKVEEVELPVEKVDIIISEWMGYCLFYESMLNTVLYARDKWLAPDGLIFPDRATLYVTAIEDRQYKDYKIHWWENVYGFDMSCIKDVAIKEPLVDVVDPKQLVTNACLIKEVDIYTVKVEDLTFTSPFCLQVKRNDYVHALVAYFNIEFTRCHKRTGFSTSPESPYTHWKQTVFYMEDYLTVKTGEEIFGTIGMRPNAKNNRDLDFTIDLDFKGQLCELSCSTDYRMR
The depositor's hits bear a star; · = no result given. Not all compounds are listed. The share of hits here may be higher or lower than overall.

SMILES | PG9 binder | LEDGF integ inh | ABHD4 inh | TDP2 absorb | TCR CD3 inh | NR1D1 modulator | rCAG RNA binder | SIAE primary | HTRA1 inh | PRMT1 FP inh
O=C(c1ccccc1)c1ccc(OCCCN2CCCCC2)cc1 | -1.0 | 0 | 13 | -12 | -5 | 0 | -3 | 3 | 3 | 3
CC(C)Oc1cccc(C(=O)C2CCCN(Cc3ccc(Oc4ncccn4)cc3)C2)c1 (stereo not given) | 0.2 | 2 | -4 | 13 | 4 | -8 | -7 | -2 | -2 | -4
Cc1cccc(NC(=O)c2nc[nH]c2C(=O)N[C@@H](C)CO)c1 | 0.0 | -2 | -3 | -6 | 2 | 5 | 1 | -1 | 2 | 0
COc1ccc(P(=O)(COc2ccc([N+](=O)[O-])cc2)c2ccc(OC)cc2)cc1 | -1.6 | 1 | -1 | 4 | 2 | -1 | 0 | 5 | -7 | 2
Cn1nnnc1Sc1ncnc2scc(-c3cccc(Br)c3)c12 | -0.4 | -1 | 19 | 5 | 5 | -4 | -1 | -3 | -12 | 0
CN1C(=O)NC(c2ccccc2Cl)C2=C1CC(C)(C)CC2=O (stereo not given) | 1.3 | -4 | 6 | 4 | -11 | 0 | -3 | 7 | -5 | 1
COc1cccc(NC(=O)c2cccc(Cl)c2)c1 | 0.3 | -2 | -10 | -5 | 6 | 0 | -5 | 2 | -15 | -2
CC1CCCCC12NC(=O)N(CC(=O)NCc1ccccc1)C2=O (stereo not given) | -0.4 | 0 | -5 | 9 | -2 | 7 | 6 | -4 | -2 | -1
Cc1ccc(NC(=O)CCc2nnc3ccc(N4CCN(C)CC4)nn23)cc1F | 0.9 | 3 | 5 | 0 | 1 | 0 | -6 | 1 | -2 | 2
Cc1cccc(NC(=O)c2ccccn2)c1C | 0.1 | -1 | 2 | -3 | 2 | 1 | 1 | 4 | -9 | 2
COc1cccc(/C=C2\SC(=S)N(CCC(=O)Nc3ccc(O)cc3)C2=O)c1 | 0.0 | -4 | -39 | -7 | -12 | -3 | 14 | -4 | 1 | 9
Cc1ccc(Sc2ncccc2C(N)=O)cc1 | 0.0 | -5 | 1 | -1 | -4 | 2 | -2 | -4 | 1 | 5
COCCCn1c(=O)c2ccccc2n(CC(=O)NC2CCCCC2)c1=O | -1.0 | 4 | -4 | -12 | -2 | 5 | -3 | -5 | 5 | -2
COc1ccc(C(C#N)N2N=C(C)CC2c2ccccc2)cc1OC (stereo not given) | 0.4 | 0 | 4 | 11 | -7 | -9 | 1 | 2 | -2 | -1
Cc1cc(O)c(Sc2ccccc2)c(=O)o1 | -0.7 | -1 | 3 | 2 | 4 | -2 | -2 | 2 | · | 5
Cc1[nH]c2ccccc2c1-c1csc(NC(=O)CSCC(=O)O)n1 | -3.1 | -7 | 8 | 7 | 2 | -3 | 16 | 5 | 7 | 2
COc1ccc(-c2nc3cc(C)c(Br)c(C)n3c2CC(C)(C)C)cc1OC | -2.0 | 0 | -5 | 1 | 3 | 2 | 2 | 3 | · | -1
C#CC1(O)CC(C)NCC1(C)CCC#N (stereo not given) | 0.5 | 4 | 0 | 4 | 5 | -3 | -1 | 4 | 4 | -3
COCCNC(=O)CCCn1c(=O)c2cc(OC)c(OC)cc2n(CC(=O)c2ccccc2)c1=O | 1.4 | -2 | -6 | 18 | 4 | -1 | -4 | 1 | 7 | -1
COc1ccccc1CNC(=O)c1cc(C(C)C)nc2ccccc12 | -0.1 | 1 | -3 | -4 | -3 | 2 | -6 | 7 | -2 | 3
CCN(CC(=O)NCc1cccs1)C(=O)c1cccc(S(=O)(=O)Nc2ccc(OC)cc2)c1 | -1.0 | 0 | 7 | 4 | -3 | -1 | -1 | 1 | 3 | 0
Cc1ccc(-n2c(SCc3ccc(C#N)cc3)nnc2-c2ccccn2)cc1 | 1.4 | 3 | 4 | -5 | 0 | 3 | -7 | -2 | -3 | 0
CN(c1ccccc1)S(=O)(=O)c1ccc2ccccc2c1 | -1.5 | -1 | -1 | -1 | -4 | 1 | 0 | 4 | -10 | -1
COc1ccc2nc(NC(=O)Cn3cnc4ccccc4c3=O)sc2c1 | 3.2 | -1 | -8 | 6 | 4 | -2 | 3 | -14 | 1 | 6
Cc1cccc(-c2nc3cc(NC(=O)C4CCCO4)ccc3o2)c1 (stereo not given) | -1.3 | 4 | -4 | -15 | 0 | -2 | 3 | -13 | -10 | -4
(next part)
SMILES | PG9 binder | LEDGF integ inh | ABHD4 inh | TDP2 absorb | TCR CD3 inh | NR1D1 modulator | rCAG RNA binder | SIAE primary | HTRA1 inh | PRMT1 FP inh
C#CCOCCOCCOCCNc1nc(N2CCN(C(=O)Cn3cc(CCO)nn3)CC2)nc(N2CCN(C(=O)Cn3cc(CC(C)O)nn3)CC2)n1 (stereo not given) | 1.3 | 2 | 10 | 8 | 1 | -2 | -6 | 7 | 8 | -2
CCCCOn1c(C)c(C(=O)OCC)c2c3no[n+]([O-])c3ccc21 | -1.9 | -2 | 6 | 5 | -2 | 0 | 1 | -3 | -1 | -2
O=C(c1ccccc1)N1N=C(c2ccccc2O)CC1c1ccccc1 (stereo not given) | 3.7 | 1 | -9 | 3 | -6 | 57* | -2 | 5 | -4 | -5
O=C(NCCN1CCOCC1)c1sc2cc(Cl)ccc2c1Cl | 0.2 | -1 | -10 | -22 | -3 | 3 | -2 | -5 | -5 | 1
CC(C)(C)OC(=O)N1CCC(c2c(C(=O)NC3CC3)cnn2-c2ccc(Cl)cc2)CC1 | -0.8 | 3 | -3 | 4 | 12 | -4 | 3 | 0 | -11 | -2
CCN1C(C)=C(C)S/C1=C1\SC(=S)N(C2CCCCC2)C1=O | 0.8 | 3 | 1 | 6 | 9 | -2 | -2 | 2 | 0 | -5
CCN(CC)C(=O)c1sc(NC(=O)c2cccc([N+](=O)[O-])c2)c(C#N)c1C | -2.3 | -2 | -2 | -6 | -1 | 0 | 3 | 0 | 4 | 1
CCn1ncc(Br)c1C(=O)Nc1cc(C)ccc1F | -1.4 | 0 | 2 | 9 | -9 | 2 | -2 | 11 | -6 | 0
COc1ccc(-c2noc(N3CCC(C(=O)Nc4ccccc4F)CC3)n2)cc1 | 0.2 | 5 | 0 | 6 | 0 | -5 | 1 | 7 | 1 | -3
O=C(Nc1ccc2c(c1)OCCO2)c1cc(-c2ccccn2)nc2ccc(Br)cc12 | 5.5 | 0 | 4 | -1 | 6 | 5 | 3 | -10 | 2 | -2
CC(=O)c1sc(NC(=O)CN2C(=O)C3CC=CCC3C2=O)nc1-c1ccccc1 (stereo not given) | 1.2 | -7 | -4 | 6 | -3 | 6 | 3 | -4 | -7 | 4
O=C(CCNS(=O)(=O)c1ccc(Cl)cc1)N1CCCC1 | -3.9 | -1 | 5 | -1 | 4 | -4 | -1 | -4 | 3 | -9
COc1cccc(COC(=O)C(Cc2ccccc2)NC(=O)c2ccco2)c1 (stereo not given) | -0.1 | -2 | -5 | 0 | -5 | 8 | 0 | 5 | -19 | 1
O=C1CCCN1c1ccc(S(=O)(=O)NCCOc2ccccc2)cc1 | 1.1 | 1 | 0 | -15 | 9 | 2 | -1 | -5 | -2 | -1
COc1ccc(S(=O)(=O)N2CCN(C(=O)CN3C(=O)NC(C)(c4ccc5ccccc5c4)C3=O)CC2)cc1 (stereo not given) | -2.5 | -1 | 3 | 5 | 2 | -6 | 5 | 17* | -8 | 1
COc1ccc2nc(SCC(=O)NC3CCCCC3)[nH]c2c1 | 0.8 | 0 | 1 | -5 | -10 | 1 | -1 | 0 | 4 | 2
CC(=O)N1CCN(c2ccccc2NC(=O)c2ccc(C#N)cc2F)CC1 | -1.0 | -5 | 0 | -13 | -12 | 1 | -6 | -5 | -6 | 2
CCOc1ccccc1N1CCN(C(=O)COc2ccc3c(C)cc(=O)oc3c2)CC1 | 0.0 | -5 | -1 | 1 | -1 | 2 | -5 | -1 | -2 | 2
COc1ccc(-n2c(COc3ccccc3)nnc2SCc2nc3ccccc3[nH]2)cc1 | · | -1 | -7 | 1 | · | -1 | 2 | -4 | · | -3
COc1ccccc1NC(=O)CN(C)S(=O)(=O)c1ccc2c(c1)CCC(=O)N2 | -2.9 | 3 | 1 | 1 | 9 | 2 | 1 | -8 | -6 | -9
Cc1c(NC(=O)CCc2ccc(S(=O)(=O)N3CCOCC3)cc2)c(=O)n(-c2ccccc2)n1C | -0.2 | -2 | 1 | 5 | -9 | -2 | -1 | 0 | -2 | 3
CC(C)Nc1oc(-c2cccc3ccccc23)nc1C#N | 3.4 | 0 | -4 | 0 | -2 | 4 | 4 | -8 | -38 | -5
O=C(Cn1c(NCCO)nc2ccccc21)c1ccc(Cl)cc1 | -0.9 | -4 | 6 | 5 | -7 | 2 | 1 | 2 | -1 | 1
COc1ccccc1C(=O)Nc1cccc(C(=O)c2ccccc2)c1 | -0.7 | -1 | -10 | 7 | -13 | -2 | -1 | -12 | -29 | -3
Cc1ccc(S(=O)(=O)N2CCC[C@H]2C(=O)OCCN2C(=O)c3ccccc3C2=O)cc1 | -0.5 | 1 | 0 | -2 | -5 | 1 | -9 | 2 | 1 | -5
Next records
SMILES | PG9 binder | LEDGF integ inh | ABHD4 inh | TDP2 absorb | TCR CD3 inh | NR1D1 modulator | rCAG RNA binder | SIAE primary | HTRA1 inh | PRMT1 FP inh
O=C(O)COc1ccccc1Cc1ccccc1 | 0.8 | 0 | -5 | -1 | 4 | -2 | 1 | 0 | 1 | -1
Cc1ccc(S(=O)(=O)N2CCCC2C(=O)Oc2ccccc2)cc1 (stereo not given) | -1.4 | -1 | -1 | -3 | 3 | -5 | -2 | 4 | -13 | 0
CCOC(=O)c1ccccc1NC(=O)c1ccccc1N(C)S(C)(=O)=O | 2.5 | 5 | 4 | 8 | -3 | 6 | -7 | -2 | -1 | -4
CN(C)CCCNS(=O)(=O)c1cc(Cl)ccc1Cl | 0.0 | -1 | 0 | 4 | -1 | 2 | 0 | 2 | 2 | 1
Cc1c(NC(=O)Nc2cccs2)cccc1[N+](=O)[O-] | 0.4 | -2 | 4 | -3 | 2 | 0 | 4 | 16 | -9 | 2
O=C(CC(=O)c1c(F)cccc1Cl)c1ccccc1O | -1.3 | -6 | 3 | 5 | 1 | -8 | 12 | -1 | -6 | -4
COCC(=O)N(Cc1cc2ccccc2[nH]c1=O)c1ccc(OC)cc1 | -1.2 | 1 | 1 | -6 | -6 | -2 | -3 | -6 | -2 | -2
O=C(NNC(=O)c1ccccc1OCc1ccccc1)c1ccccc1O | -1.1 | -9 | 8 | -15 | 33* | 3 | 15 | 5 | 29 | 2
O=C(c1cc([N+](=O)[O-])ccc1N1CCOCC1)N1CCCC1 | -3.1 | 1 | -1 | 0 | 3 | 0 | 2 | 5 | 5 | -4

Screens deposited in PubChem by several laboratories.
